MrgX1 antag: antagonists of human MrgX1 receptor, primary screen, HEK293 cells, Fluo-4 calcium flux. BAM8-22 antagonism; stronger effect = lower value. B-score at 10 µM. hit rate 1.3% among 310,000;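 active = calcium-response B-score plate-corrected more than 3 library SD below zero, starting fluorescence within 5 deviations, no agonist response on first addition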;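 note: peak minus trough fluorescence over baseline after final BAM8-22 challenge near maximal dose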
TRPC4 block: inhibitors of mouse TRPC4 channel, primary screen, Fluo4 calcium, HEK293 TRPC4beta/mu-opioid cells; Short transient receptor potential channel 4 (Mus musculus), Q9QUQ5; DAMGO-evoked Fluo4 calcium flux; stronger effect = lower value; B-score at 10 µM; hit rate 0.39% among 300,000;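 active = B-score over 3 SD under the library average, no early fluorescence shift, positive overall ratio signal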
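Material: HEK293 cells with stable TRPC4beta plus mu-opioid receptor expression / Probe or stimulus: DAMGO in two steps, submaximal then maximal / Compound: single concentration per test compound / Technique: kinetic Fluo4 fluorescence imaging of calcium influx / Read-out: per-well B score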
TRPC4 potent: positive allosteric modulators of TRPC4, primary screen, cell-based, mouse TRPC4beta, HEK293 mu-opioid, Fluo-4 calcium; Short transient receptor potential channel 4 (Mus musculus), Q9QUQ5; DAMGO EC20, Fluo-4 Ca2+ flux; stronger effect = higher value; B-score at 10 µM; hit rate 0.42% among 310,000; AID 2227, 2009;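 active = B-score of calcium response area above 5 SD of library B-scores, with initial fluorescence ratio within 5 SD of library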;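 note: B-score of integrated fluorescence ratio over time as area under calcium response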
TRPC4 act: activators of mouse TRPC4 channel, primary screen, Fluo4 calcium, HEK293 TRPC4beta/mu-opioid cells; Short transient receptor potential channel 4 (Mus musculus), Q9QUQ5; Fluo4 calcium fluorescence; stronger effect = higher value; B-score at 10 µM; hit rate 0.49% among 310,000; AID 2237, 2010;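 active = B-score above 5 SD of library B-scores, and initial fluorescence ratio not above library mean plus 5 SD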;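 note: positive B-score marks a calcium rise read as TRPC4 activation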
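Material: HEK293 stable line with TRPC4beta plus mu-opioid receptor; technique: Fluo4 calcium-sensitive dye fluorescence, kinetic, 1 Hz baseline; timing: Fluo4 dye loading 45 min at room temperature, 110 s recording; controls: assay buffer as low control, maximal DAMGO as high control; read-out: integrated baseline-normalised fluorescence ratio, converted to per-well B score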
TMEM16A act: TMEM16A chloride channel activators or potentiators, primary screen, cell-based, HTS. HEK293 TMEM16A/YFP-H148Q/I152L, iodide quench fluorescence; stronger effect = lower value. B-score at 10 µM. hit rate 0.3% among 340,000. AID 623877, 2012;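 active = fluorescence-ratio B-score plate-corrected deviation score at least 3 library SD below zero, with starting fluorescence score within 5 deviations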;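 note: channel opened by trigger with iodide after compound preincubation; score built on the fluorescence ratio of max minus min over baseline; more negative score means more quench and so TMEM16A activation or potentiation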
MrgX1 ag: agonists of human MrgX1 receptor, primary screen, HEK293 cells, Fluo-4 calcium flux. Fluo-4 calcium fluorescence, agonist mode; stronger effect = higher value. B-score at 10 µM. hit rate 0.44% among 310,000. AID 588627, 2011;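 active = calcium response B-score plate-corrected fluorescence ratio at least 3 library SD, with starting fluorescence B-score inside 5 SD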
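Assay system: stable human MrgX1 HEK293 cell line. Quantity: 15,000 cells per well. Schedule: cells plated overnight, dye loaded 0.5 h 37 °C, 0.5 h room temperature. Detection: Fluo-4 NW calcium-flux fluorescence, kinetic read. Read-out basis: peak-minus-minimum fluorescence over baseline, converted to B scores. Control set: positive and negative control wells on each plate.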
MrgX1 allo act: positive allosteric modulators of MrgX1, primary screen, HEK293 cells, Fluo-4 calcium flux; hit rate 0.63% among 310,000; FDSS; stronger effect = higher value; B-score at 10 µM; Mas-related G-protein coupled receptor member X1 (Homo sapiens), Q96LB2;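 active = plate-corrected calcium response at least 3 library SD above typical, normal starting fluorescence, not activating the receptor alone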;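 note: compound read alongside a low EC10 to EC30 dose of BAM8-22 agonist; peak minus trough fluorescence over baseline measured at the second addition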
TRPC6 act: mouse TRPC6 channel activators, primary screen, cell-based, HEK293, membrane potential dye | Short transient receptor potential channel 6 (Mus musculus), Q61143 | HEK293-TRPC6 membrane potential dye fluorescence; stronger effect = higher value | B-score at 10 µM | hit rate 0.13% among 310,000 | AID 2550, 2010;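 active = B-score of the integrated fluorescence ratio above library mean plus 3 SD, and starting fluorescence ratio within library mean plus 5 SD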;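 note: higher score means more depolarization so channel activation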
Target sequence (Q61143 whole entry, looked up): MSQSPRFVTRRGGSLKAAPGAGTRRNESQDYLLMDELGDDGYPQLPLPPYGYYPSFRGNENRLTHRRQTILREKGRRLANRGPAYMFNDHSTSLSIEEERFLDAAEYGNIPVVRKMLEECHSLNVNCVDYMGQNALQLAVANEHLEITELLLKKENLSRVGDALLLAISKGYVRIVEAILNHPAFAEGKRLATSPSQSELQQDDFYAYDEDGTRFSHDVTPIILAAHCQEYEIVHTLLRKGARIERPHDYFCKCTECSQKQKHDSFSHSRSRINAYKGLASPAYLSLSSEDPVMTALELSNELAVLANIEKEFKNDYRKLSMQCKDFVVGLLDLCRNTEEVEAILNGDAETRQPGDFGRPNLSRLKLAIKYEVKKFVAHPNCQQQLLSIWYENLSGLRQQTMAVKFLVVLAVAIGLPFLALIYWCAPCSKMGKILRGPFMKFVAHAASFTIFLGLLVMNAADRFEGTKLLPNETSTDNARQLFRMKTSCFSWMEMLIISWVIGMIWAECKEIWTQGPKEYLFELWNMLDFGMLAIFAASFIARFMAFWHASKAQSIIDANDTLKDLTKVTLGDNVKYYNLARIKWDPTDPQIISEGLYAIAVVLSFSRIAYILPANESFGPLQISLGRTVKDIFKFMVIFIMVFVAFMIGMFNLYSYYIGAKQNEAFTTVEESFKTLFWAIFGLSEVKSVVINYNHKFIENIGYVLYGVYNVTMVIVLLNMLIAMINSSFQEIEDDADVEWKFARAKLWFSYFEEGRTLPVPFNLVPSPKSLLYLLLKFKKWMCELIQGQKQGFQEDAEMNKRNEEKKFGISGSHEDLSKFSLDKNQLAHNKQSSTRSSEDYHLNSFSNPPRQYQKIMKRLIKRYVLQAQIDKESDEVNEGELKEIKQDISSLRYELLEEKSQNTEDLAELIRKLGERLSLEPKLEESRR
RGS4 inh: RGS4 inhibitors, primary screen, cell-based, HEK293 M3R inducible RGS4, calcium flux | Fluo-4 calcium flux; stronger effect = higher value; triggered by carbachol at its EC20 | hit rate 0.45% among 310,000 | Regulator of G-protein signaling 4 (Homo sapiens), P49798 | B-score at 10 µM;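 active = B-score, a plate-corrected calcium signal, over three deviations above library mean, with baseline fluorescence within five deviations of library mean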;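 note: RGS4 expression induced by doxycycline in cells with stable M3 receptor; B-score is computed from the integrated fluorescence ratio over baseline after carbachol; higher B-score means a larger calcium signal and so more RGS4 inhibition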
Target sequence (P49798 whole entry, looked up): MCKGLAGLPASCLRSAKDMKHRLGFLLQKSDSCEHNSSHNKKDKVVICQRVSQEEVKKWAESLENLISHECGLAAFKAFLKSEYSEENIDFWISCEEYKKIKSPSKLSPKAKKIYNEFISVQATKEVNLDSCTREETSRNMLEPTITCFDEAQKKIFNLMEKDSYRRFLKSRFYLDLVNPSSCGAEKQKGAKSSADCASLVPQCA
TRPC6 inhibitor: mouse TRPC6 channel inhibitors, primary screen, cell-based, HEK293, membrane potential dye. ACh-evoked depolarization; stronger effect = lower value. B-score at 10 µM. hit rate 1.1% among 310,000. Short transient receptor potential channel 6 (Mus musculus), Q61143. AID 2553, 2010;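 active = B-score under library mean minus 3 SD, initial fluorescence not abnormally high, positive integrated signal ratio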;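 note: B-score derived from integrated fluorescence ratio over the kinetic read; more negative B-score means stronger inhibition of depolarization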
ANO1 block: TMEM16A chloride channel inhibitors, primary screen, cell-based, HTS | Anoctamin-1 (Mus musculus), Q8BHY3 | hit rate 1.2% among 310,000 | HEK293 TMEM16A/YFP iodide influx fluorescence, ionomycin | normalized B-score (activity score, 25-100; higher = stronger inhibition) at 10 µM;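 active = ratio plate-corrected score three or more library SD toward inhibition, starting fluorescence score within five deviations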;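 note: score derived from kinetic fluorescence span divided by baseline fluorescence per well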
Active calls of the source: *; i = inactive; . = no result given.

SMILES	MrgX1 antag	TRPC4 block	TRPC4 potent	TRPC4 act	TMEM16A act	MrgX1 ag	MrgX1 allo act	TRPC6 act	RGS4 inh	TRPC6 inhibitor	ANO1 block
O=C(NCc1ccco1)c1cc(-c2ccc(F)cc2)on1	i	i	i	i	i	i	i	i	i	i	i
CC(C)OC(=O)/C(=C/c1cccnc1)NC(=O)c1ccccc1	i	i	i	i	i	i	i	i	i	i	i
CCS(=O)(=O)n1nc(-c2ccccc2)nc1SCc1ccccc1	i	i	i	i	i	28*	i	i	i	i	i
Cc1cc(N2CCOCC2)c2c(N)cc(C)c(C)c2n1	i	i	i	i	i	i	i	i	i	-11*	i
O=C(Nn1cnnc1)c1ccc(Cl)c(Cl)c1	i	i	i	i	i	i	i	i	i	i	i
COc1cc(NC(=O)c2ccco2)ccc1NC(=O)c1ccccc1Cl	i	i	i	i	i	i	i	i	i	i	i
O=c1oc2ccccc2cc1-c1ccc(O)cc1O	i	i	i	i	i	i	i	i	i	i	i
CCC(Oc1cc(Cl)ccc1Cl)C(=O)NNC(=O)CCC(=O)O (stereo not given)	i	i	i	i	i	i	i	i	i	i	i
O=C(Nc1ccc(Br)cc1)C1C2C=CC3(O2)C1C(=O)N(CCN1CCOCC1)C3C(=O)NC1CCCCC1 (stereo not given)	i	i	i	i	i	i	i	i	i	i	i
COCCNC(=S)N/N=C(\C)c1cccc(C(F)(F)F)c1	i	i	i	i	i	i	i	i	i	i	i
CCOc1ccc2nc(N(CCCN(C)C)C(=O)c3ccc4c(c3)CCCC4)sc2c1	i	i	i	i	i	i	i	i	i	i	i
COC(=O)CCC(=O)OC1(C)C(=O)C2=CN(Cc3ccco3)C(c3ccc(OC)cc3)=CC2=C(Br)C1=O (stereo not given)	i	i	i	i	.	i	i	i	i	i	i
CCOc1ccc(Oc2cc(C)nc(SC)n2)nn1	i	i	i	i	i	i	i	i	i	i	i
CCCc1cc2c(=O)c(-c3cscn3)c(C(=O)OCC)oc2cc1O	i	i	i	i	i	i	i	i	i	i	i
CN(C)S(=O)(=O)c1cccc(COc2ccccc2C(=O)Nc2ccccc2)c1	i	i	i	i	i	i	i	i	i	i	i
O=C(NC1CCSc2ccccc21)c1ccc(Cl)c(S(=O)(=O)N2CCOCC2)c1 (stereo not given)	i	i	i	i	i	i	i	i	i	i	i
CCCCN(CC)C(=O)CN1C(=O)c2ccccc2C1=O	i	i	i	i	i	i	i	i	i	i	i
O=C(C1CCC1)N1CCc2cc(S(=O)(=O)NCCN3CCN(c4ccccc4F)CC3)ccc21	i	i	i	i	i	i	i	i	i	i	i
Nc1nnc(-c2ccccc2)s1	i	i	i	i	i	i	i	i	i	i	i
Fc1cccc(CCN2CCNC[C@H]2Cc2cccc3ccccc23)c1	i	i	i	i	i	i	i	i	i	i	i
COc1cccc(N2CC(C(=O)NNC(=O)c3ccc(Cl)cc3)CC2=O)c1 (stereo not given)	i	i	i	i	i	i	i	i	i	i	i
CN(C)N=Nc1ccc(S(=O)(=O)NC(=O)Cc2ccccc2)cc1	i	i	i	i	i	i	i	i	i	i	i
Cc1ccc(C)c(NC(=O)COC(=O)COc2cccc3c2OC(C)(C)C3)c1	i	i	i	i	i	i	i	i	i	i	i
Cc1cc(C)nc(CCNC(=O)c2cc(COc3ccc(F)cc3F)on2)n1	i	i	i	i	i	i	i	i	i	i	i
Cn1c(COc2ccccc2)nnc1SCCC(=O)Nc1ccccc1	i	i	i	i	i	i	i	i	i	i	i
CC(NC(=O)Cc1cccs1)c1ccncc1 (stereo not given)	i	i	i	i	i	i	i	i	i	i	i
NS(=O)(=O)c1ccc(CNC(=O)CCC2CCCCC2)cc1	i	i	i	i	i	i	i	i	i	i	i
O=C(CSc1ncnc2nc[nH]c12)Nc1ccccc1C(F)(F)F	i	i	i	i	i	i	i	i	i	i	i
Cc1ccc(C)c2nc(SCC(=O)Nc3ccc4c(c3)OCO4)c(C#N)cc12	i	i	i	i	i	i	i	i	i	i	i
Brc1ccc(C2=CC(c3cccs3)n3ncnc3N2)cc1 (stereo not given)	i	i	i	i	i	i	i	i	i	i	i
Cc1cc(CN(C)C(=O)CC2C(=O)NCCN2Cc2c(F)cccc2Cl)on1 (stereo not given)	i	i	i	i	i	i	i	i	i	i	i
CC(C)(C)C1CCc2c(sc(NC(=O)C3CCCO3)c2C(N)=O)C1 (stereo not given)	i	i	i	i	i	i	i	i	i	i	i
O=C(Nc1cc(F)cc(F)c1)c1sc(Cl)nc1-c1ccccc1	i	i	i	i	i	i	i	i	i	i	i
O=C(NCc1ccccc1)C1CCN(c2nc(-c3ccccc3)nc3c2CCC3)CC1	i	i	i	i	i	i	i	i	i	i	i
CCCNC(=O)[C@H]1N2C(=O)c3c(ccc(OC)c3OC)C2SC1(C)C (stereo not given in full)	i	i	i	i	i	i	i	i	i	i	i
Cc1cc(NC(=O)CSc2nc3cc(Cl)ccc3c(=O)n2CC(C)C)no1	i	i	i	i	.	i	i	i	i	i	i
CSc1nsc(SC)c1NC(=O)Nc1ccccc1C	i	i	i	i	i	i	i	i	i	i	i
COc1ccc(C(=O)NCCc2c[nH]c3ccccc23)cc1S(=O)(=O)N1CCOCC1	i	i	i	i	i	i	i	i	i	i	i
O=C(NCc1cccnc1)C1CCN(c2ccc(S(=O)(=O)N3CCOCC3)cc2Cl)CC1	i	i	i	i	i	i	i	i	i	i	i
COc1ccc(NC(=O)CCC(=O)N/N=C/c2ccc([N+](=O)[O-])s2)cc1	i	i	i	i	i	i	i	i	i	i	i
Cc1ccsc1/C=N/NC(=O)c1cccc(S(=O)(=O)Nc2ccccc2Cl)c1	i	i	i	i	i	i	i	i	i	i	i
O=C(COc1ccc(Cl)cc1Cl)NCc1ccncc1	.	i	i	i	i	.	.	i	i	i	.
COc1cc(OC)cc(C(=O)NCC(=O)OCc2nc3ccccc3s2)c1	i	i	i	i	i	i	i	i	i	i	i
O=C(O)c1ccc(NS(=O)(=O)c2cc(Cl)ccc2Cl)cc1	i	i	i	i	i	i	i	i	i	i	i
CC(=O)NCCSC(=O)c1ccc(F)cc1	i	i	i	i	i	i	i	i	i	i	i
CSc1ccccc1NC(=O)c1ccc(Br)o1	i	i	i	i	i	i	i	i	i	i	i
CCn1ccnc1CN1CCC(CO)(CCOc2ccccc2)CC1	i	i	i	i	i	i	i	i	i	i	i
CC1CC(C)CN(C(=O)c2ccc(S(=O)(=O)N3CCCCC3)cc2)C1 (stereo not given)	i	i	i	i	i	i	i	i	i	i	i
CCOC(=O)Cc1csc(NC(=O)CCCCCN2C(=O)c3cccc4cccc(c34)C2=O)n1	i	i	i	i	i	i	i	i	i	i	i
O=C(Nc1cccc(Cl)c1)OC1CCCCc2cccnc21 (stereo not given)	i	i	i	i	i	i	i	i	i	i	i
CC(=O)c1c(C)[nH]c(C(=O)NCc2ccccn2)c1C	i	i	i	i	i	i	i	i	i	i	i
COCCCNCCOc1ccccc1-c1ccccc1	i	i	i	i	i	i	i	i	i	i	i
O=C(Nc1ccc(CN2CCCCC2)cc1)c1ccc2c(c1)OCO2	i	i	i	i	i	i	i	i	i	i	i
Cc1cccc(N2CCN(c3nnc(C(F)(F)F)s3)CC2)c1	i	i	i	i	i	i	i	i	i	i	i
Cc1nnc(NC(=O)CSc2nnc(CNC(=O)C34CC5CC(CC(C5)C3)C4)n2C2CCCCC2)s1	i	i	i	i	i	i	i	i	i	i	i
Cc1cccc(C)c1NC(=O)CN(C)C(=O)c1cccc(S(=O)(=O)N2CCN(C)CC2)c1	i	i	i	i	i	i	i	i	i	i	i
O=C(c1ccco1)N1CCN(C(c2ccc(Cl)cc2)c2nnnn2Cc2ccccc2)CC1 (stereo not given)	i	i	i	i	i	i	i	i	i	i	i
CC[C@H](C)[C@@H](NC(=O)O[C@@H]1C(=O)c2cc(OC)ccc2O[C@H]1c1ccc(OC)c(Br)c1)C(=O)OC	i	.	.	.	i	i	i	.	.	.	i
CCn1cc(CNC(=O)c2cc([N+](=O)[O-])c(C)c([N+](=O)[O-])c2)cn1	i	i	i	i	i	i	i	i	i	i	i
Cc1cccc(C(=O)N2CCc3ccccc3C2)c1[N+](=O)[O-]	i	i	i	i	i	i	i	i	i	-5.3*	i
(cont.)
SMILES	MrgX1 antag	TRPC4 block	TRPC4 potent	TRPC4 act	TMEM16A act	MrgX1 ag	MrgX1 allo act	TRPC6 act	RGS4 inh	TRPC6 inhibitor	ANO1 block
Cc1ccc(CSc2nnc(-c3cnccn3)n2C)cc1	i	i	i	i	i	i	i	i	i	i	i
Cc1cnc(NC(=O)CSc2ccc(Cl)cc2)s1	i	i	i	i	i	i	i	i	i	i	i
O=C(NCc1ccccn1)C1CN(S(=O)(=O)c2ccccc2)CCN1S(=O)(=O)c1ccccc1 (stereo not given)	i	i	i	i	i	i	i	i	i	i	i
CC(C)CC(O)(CC(C)C)C(=O)NNc1ccccc1	i	.	i	i	i	i	i	i	i	i	i
C[n+]1ccccc1/C=C/c1ccc(C#N)cc1	i	i	i	i	i	i	i	i	i	i	i
Cc1cc(C(=O)c2ccc(C(C)(C)C)cc2)c(NC(=O)CCl)s1	i	i	i	i	i	i	i	i	i	i	i
CCCn1nc(CC(=O)OCC)c2ccccc2c1=O	i	i	i	i	i	i	i	i	i	i	i
Cc1ccc(C)c(OCC(O)CN2CCC(Cc3ccccc3)CC2)c1 (stereo not given)	i	i	i	i	i	i	i	i	i	i	i
